# TDP1 cell CPT: growth inhibition of DT40 Tdp1-/-;hTDP1 cells with camptothecin (screen for TDP1 inhibitors). chicken DT40 Tdp1-/-;hTDP1 cells + 20 nM CPT, ATP luminescence, 48 h. Potency, µM (highest dose often 46.2 µM), for inactives: at the top dose activity change, negative = growth inhibition, most hits filed as inhibitors. 420,000 compounds, 12% hits; further: nearly all actives have a fitted effect of over 55% in size
#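 Cell growth measured by CellTiter-Glo luminescence after a minimum 48 h, 37 C compound exposure with 20 nM CPT in Tdp1-knockout DT40 cells stably expressing hTDP1, seeded 400/well; qHTS titration format.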
# TDP1 inh: inhibitors of human tyrosyl-DNA phosphodiesterase TDP1 | Q9NUW8 | recombinant TDP1, AlphaScreen DNA substrate cleavage | Potency, µM (series often up to 130 µM), for inactives: at the highest dose activity change, negative = inhibition, most hits filed as inhibitors | 350,000 compounds, 0.28% hits | AID 485290; further: nearly all actives have a fitted effect of over 40% in size
# Target sequence (Q9NUW8 whole entry, looked up): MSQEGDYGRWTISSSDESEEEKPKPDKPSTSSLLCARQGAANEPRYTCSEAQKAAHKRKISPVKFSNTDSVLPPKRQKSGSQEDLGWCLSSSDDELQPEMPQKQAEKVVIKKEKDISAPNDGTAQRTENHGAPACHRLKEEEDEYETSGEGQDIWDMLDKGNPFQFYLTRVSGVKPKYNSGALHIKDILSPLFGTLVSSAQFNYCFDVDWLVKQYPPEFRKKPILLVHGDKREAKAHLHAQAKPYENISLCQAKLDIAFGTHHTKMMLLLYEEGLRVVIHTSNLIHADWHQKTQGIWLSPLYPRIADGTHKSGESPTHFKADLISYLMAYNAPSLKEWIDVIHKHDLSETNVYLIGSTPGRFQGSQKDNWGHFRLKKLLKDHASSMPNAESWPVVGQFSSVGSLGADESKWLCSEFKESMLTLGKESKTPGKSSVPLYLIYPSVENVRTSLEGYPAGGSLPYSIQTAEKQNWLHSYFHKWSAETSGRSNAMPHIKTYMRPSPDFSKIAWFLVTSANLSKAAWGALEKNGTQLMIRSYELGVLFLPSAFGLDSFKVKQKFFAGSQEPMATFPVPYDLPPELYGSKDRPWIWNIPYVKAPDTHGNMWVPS
#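 Here, a 5' biotin and 3' phosphotyrosine-FITC DNA oligonucleotide reports Tdp1 activity: intact substrate bridges AlphaScreen beads, while cleavage leaves a 3' phosphate and drops signal. All incubations at room temperature.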
# TDP1 cell noCPT: qHTS for Inhibitors of human tyrosyl-DNA phosphodiesterase 1 (TDP1): qHTS in cells in absence of CPT. AID 686978, 2013. Potency, µM (top dose mostly 46.2 µM), inactives show at the highest dose activity change, negative = growth inhibition, usual class: inhibitors. 420,000 compounds, 15% hits. DT40 Tdp1-/- hTDP1 cells, no CPT, ATP luminescence, 48 h; further: nearly all actives have a fitted effect of over 55% in size
#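 Cells were dispensed at 400 per well, compounds added by pin tool, plates incubated ≥48 hr at 37 °C, then CellTiter-Glo added for 30 min at room temperature before luminescence reading. Line: DT40 Tdp1-/- complemented with hTDP1; camptothecin omitted.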
# Starred values were filed as active, the others as inactive; u = inconclusive; x = no result given; & = joins results of further samples. The call rests on the fitted dose curve; in most records, active means well fitted curve in the direction sought with a large enough effect; inconclusive means small, poorly fitted or top-dose-only effect, or another doubt; inactive means no such curve, though single readings can be large; an effect the other way counts as inactive or inconclusive. On the % scale 0 is the no-effect control and ±100 the full control effect; potency means the concentration at half of the fitted maximal effect.
cpd	molecule	TDP1 cell CPT	TDP1 inh	TDP1 cell noCPT
1	COc1cccc(C(C2C(=O)CC(C)(C)CC2=O)C2C(=O)CC(C)(C)CC2=O)c1	-1.3%	x	-9.3%
2	Cc1ccc(CN2C(=O)CSC2c2cccnc2)cc1 (stereo not drawn)	3.5%	x	-18.5%
3	Cc1ccc(C)c(Nc2nc(-c3ccncc3)nc3ccccc23)c1	-28.1%	x	u
4	COCCSc1nc2sc3c(c2c(=O)n1-c1ccccc1)CCN(C)C3	u	6.6%	-7.8%
5	CN(C)C(=O)c1ccc(-c2nc(NCc3cccs3)c3ccccc3n2)cc1	u	-3.6%	u
6	COc1cccc(N2CCN(C(=O)CCNS(=O)(=O)c3ccc4c(c3)c(=O)n(C)c(=O)n4C)CC2)c1	-9.9%	-5.3%	-21.9%
7	CC(=O)N1N=C(c2ccccc2OC(=O)/C=C/c2ccccc2)CC1c1ccccc1 (stereo not drawn)	-14.6%	-5.2%	u
8	O=C(N/N=C/c1ccncc1)c1cc2c(ccc3ccccc32)o1	5.6%	x	-7.4%
9	CCOc1cc(S(=O)(=O)Nc2ccccc2CC)ccc1Cl	u	6.8%	-25.6%
10	CCCN(C(=O)c1ccc(N2CCCC2=O)cc1)C1CCS(=O)(=O)C1 (stereo not drawn)	-11.9%	0.7%	-41.6%
11	COc1ccc(CCNC(=O)CCCc2ccccc2)cc1	15.8%	x	6.7%
12	COc1ccc(Cl)cc1NC(=O)COC(=O)c1c(-c2ccccc2)noc1C	u	-0.6%	u
13	CC(C)CCC(CCNCc1ccccn1)c1ccc(Cl)cc1 (stereo not drawn)	-89.3%	x	14.6µM*
14	N#Cc1ccc(NC(=O)c2cc(S(=O)(=O)N3CCOCC3)ccc2N2CCCC2)cc1	-18.0%	0.0%	-5.2%
15	COc1ccc(NC(=O)Cn2nnc3ccccc32)c([N+](=O)[O-])c1	u	0.0%	u

# 2 entries from above in a different format:
11) COc1ccc(CCNC(=O)CCCc2ccccc2)cc1
  TDP1 cell CPT = 15.8%	TDP1 inh = x	TDP1 cell noCPT = 6.7%
12) COc1ccc(Cl)cc1NC(=O)COC(=O)c1c(-c2ccccc2)noc1C
  TDP1 cell CPT = u	TDP1 inh = -0.6%	TDP1 cell noCPT = u

# (listing goes on)
cpd	molecule	TDP1 cell CPT	TDP1 inh	TDP1 cell noCPT
16	NC(=O)c1nsc(C(=O)N(CC(=O)NC2CCCCC2)c2ccc(Cl)cc2)c1N	u	0.0%	u
17	COC(=O)c1ccc(NC(=O)COC(=O)COc2cccc3c2OC(C)(C)C3)cc1	0.7%	0.4%	23.2%
18	CCN1C(=O)C(Cc2nc3ccccc3c(=O)n2C)c2cc(C)ccc21 (stereo not drawn)	u	-0.9%	25.9µM*
19	CCc1ccccc1NS(=O)(=O)c1ccc(NC(=O)N2CCCC2)cc1	-19.7%	6.6%	u
20	CO[C@@H]1[C@@H](O[C@@H]2O[C@H](C)[C@@H](O[C@H]3C[C@@](C)(O)[C@@H](OC(=O)CC(C)C)[C@H](C)O3)[C@H](N(C)C)[C@H]2O)[C@@H](CC=O)C[C@@H](C)C(=O)/C=C/C2OC2C[C@@H](C)OC(=O)C[C@H]1OC(C)=O (stereo partly drawn)	3.76µM*	x	3.35µM*
21	C/C(=N\NC(=O)CSCc1ccccc1Cl)c1cccc(NC(=O)c2ccccc2)c1	u	-2.2%	u
22	Cc1cccc(N/C(N)=N/c2nc(C(F)(F)F)cc(C(F)(F)F)n2)c1	0.0%	6.2%	4.8%
23	COC1=CC(=O)OC(c2ccc(C(F)(F)F)cc2)C1 (stereo not drawn)	1.5%	x	0.9%
24	Cc1cc(C)n2nc(SCC(=O)N/N=C/c3ccc(F)cc3)nc2n1	-0.4%	2.0%	-2.3%
25	Nc1ccccc1C(=O)CC(N)C(=O)O (stereo not drawn)	-2.9%&-1.1%	10.7%	-15.8%&-24.5%
26	Cc1cccc(-[n+]2c(C)cc(C)c3c(=O)[nH]c(=O)[nH]c32)c1	u	4.4%	-87.1%
27	CCc1ccc(CNC(=O)C2CCN(S(=O)(=O)N3CCC(C)CC3)CC2)cc1	u	3.4%	25.9µM*
28	CCc1nnc2c(NCc3ccc(F)cc3)nc3ccccc3n12	-21.0%	2.5%	-8.1%
29	O=C1CN(C(=O)CNCc2ccccc2Cl)c2ccccc2N1	-6.6%	-10.3%	-6.0%
30	N=c1nc(N)nc2n1NC(c1ccc(F)cc1)=CS2	18.4µM*	0.0%	16.4µM*

# Four entries picked at random from those above:
cpd	molecule	TDP1 cell CPT	TDP1 inh	TDP1 cell noCPT
22	Cc1cccc(N/C(N)=N/c2nc(C(F)(F)F)cc(C(F)(F)F)n2)c1	0.0%	6.2%	4.8%
4	COCCSc1nc2sc3c(c2c(=O)n1-c1ccccc1)CCN(C)C3	u	6.6%	-7.8%
16	NC(=O)c1nsc(C(=O)N(CC(=O)NC2CCCCC2)c2ccc(Cl)cc2)c1N	u	0.0%	u
11	COc1ccc(CCNC(=O)CCCc2ccccc2)cc1	15.8%	x	6.7%

# The list goes on.
cpd	molecule	TDP1 cell CPT	TDP1 inh	TDP1 cell noCPT
31	COc1cc(-c2ccno2)ccc1S(=O)(=O)N1CCN(c2cccc(Cl)c2)CC1	23.1µM*	-0.5%	u
32	O=C(CSc1nc2ncc(Br)cc2[nH]1)Nc1ccccc1-c1ccccc1	16.4µM*	2.1%	u
33	COc1ccc(NC(=O)N2CCCC2C(=O)Nc2ccc(C)cc2C)cc1 (stereo not drawn)	-1.7%	10.7%	-16.7%
34	Cc1ccccc1NC(=O)c1cccc(C(F)(F)F)c1	-28.0%	1.2%	-23.4%
35	CC1(C)C(=O)C2(C(=O)NCc3ccccc3)CCC1C2 (stereo not drawn)	-18.5%	9.3%	0.0%
36	CCOC(=O)c1cc2n(n1)C(C(F)(F)C(F)(F)F)CC(C)N2 (stereo not drawn)	2.9%	4.6%	-17.6%
37	O=C1ON=C(c2cccc([N+](=O)[O-])c2)/C1=C/c1ccc(O)cc1	11.6µM*	-1.2%	13µM*
38	Cc1ccc(NC(=O)CSCC(=O)NCCc2ccccc2)cc1	-13.4%	0.4%	-16.3%
39	CCCN(CCC)C(=O)Cn1c(=O)n(-c2ccc(OC)cc2OC)c(=O)c2c3c(sc21)CCC3	-2.9%	-0.9%	u
40	CCOC(=O)c1ccc(NC(=O)CCS(=O)(=O)c2ccc(C)cc2)cc1	18.4µM*	-5.3%	20.6µM*
41	O=C(CCS(=O)(=O)Cc1ccc(Cl)cc1)NCCCN1CCN(c2ccccc2F)CC1	11.2µM*	-5.1%	u
42	Cc1ccc(N(C)S(=O)(=O)c2ccc3[nH]c4c(c3c2)CCCC4)cc1	u	13.7%	u
43	COC(=O)c1ccc(NS(=O)(=O)c2ccc(S(=O)(=O)N3CCOCC3)cc2)cc1	10.0%	3.3%	3.6%
44	O=C(COc1ccccc1Cl)N1CCc2ccccc21	10.8%	0.4%	2.9%
45	Cc1cc(NC(=O)CN2C(=O)S/C(=C\c3ccccc3)C2=O)no1	-12.2%	-3.0%	-8.1%
46	C=CCOC(=O)C1=C(C)NC(SCC(N)=O)=C(C#N)C1c1cccs1 (stereo not drawn)	-0.7%	1.3%	u
47	Cc1[nH]c2ccccc2c1C(=O)C(=O)NCCCc1ccccc1	2.7%	5.5%	9.7%
48	COc1cc(NC(=O)Nc2nnc([C@H]3C[C@H](O)[C@@H](CO)O3)s2)cc(OC)c1OC	-3.1%	x	-12.4%
49	COC(=O)c1ccccc1NC(=O)CCCN1C(=O)C(c2ccccc2)Oc2cccnc21 (stereo not drawn)	u	-0.2%&5.1%	u
50	COc1cc(C2C(C(=O)OCCC#N)=C(C)NC3=C2S(=O)(=O)c2ccccc23)cc(OC)c1OC (stereo not drawn)	-28.1%	2.5%	18.7%
51	CNc1nc(N2CCCN(C)CC2)nc2cc(OC)c(OC)cc12	14.1µM*	x	11.2µM*
52	C=CCn1c(=O)c2c(nc3n2CCCN3Cc2ccccc2)n(C)c1=O	-28.8%	9.5%	-6.5%
53	COCCNC(=O)NC(=O)CN1CCN(C(c2ccccc2)c2ccccc2)CC1	-63.5%	1.3%	u
54	O=C(CNCCc1ccc(F)cc1)Nc1cc(F)ccc1F	1.4%	x	2.9%
55	O=C(NCc1ccccc1)c1cc(-c2cccs2)on1	-24.1%	0.0%	-23.1%
56	COC(=O)[C@H]1C[C@@]2(O)CN(S(=O)(=O)c3ccc(C)cc3)C[C@@]2(OC(=O)NC2CCCC2)C[C@H]1C(=O)OC	-13.9%	x	-9.7%
57	Oc1ccc(Cc2ccccc2Cl)c(O)c1	-0.9%	x	12.8%
58	Cc1cc(/C=C(/C#N)C(=O)O)c(C)n1CCC(C)C	u	-1.9%	u
59	CCOc1ccc(CCN2C(=S)N([C@@H](Cc3ccccc3)CN3CCC[C@@H]3CN3C(=S)NC[C@@H]3Cc3ccc(O)cc3)C[C@@H]2CC(C)C)cc1	9.2µM*	x	9.2µM*
60	COc1ccccc1N1CCN(C(=O)CSc2nc(C)c(Cc3ccccc3)c(=O)[nH]2)CC1	-27.0%	6.6%	-17.6%

# Single entries from the entries so far.
# Reading of cpd 41 under TDP1 cell CPT: 11.2µM*
# Reading of cpd 16 under TDP1 inh: 0.0%

# Continued.
cpd	molecule	TDP1 cell CPT	TDP1 inh	TDP1 cell noCPT
61	Cc1nc2ccccn2c1-c1nnco1	7.0%	5.0%	-22.7%
62	O=C(Nc1ccc(S(=O)(=O)N2C[C@@H]3C[C@@H](C2)c2cccc(=O)n2C3)cc1)c1ccc(F)cc1	0.3%	0.3%	1.6%
63	c1ccc(-c2cc(-c3nnc4sc(-c5ccccn5)nn34)[nH]n2)cc1	11.6µM*	2.0%	13µM*
64	N#Cc1c(Nc2ccccc2)c(C=NCCN2CCOCC2)c[nH]c1=O	16.6%	7.5%	-3.4%
65	CCOc1ccc(NC(=O)c2ccc(C#CC(C)(C)O)cc2)cc1	-22.6%	1.0%	-16.7%
66	CC(C)COc1ccc(C(=O)NCC2(N3CCN(C)CC3)CCCCC2)cc1	u	-0.5%	18.4µM*
67	O=C1CC(NS(=O)(=O)c2ccc([N+](=O)[O-])cc2)CN1c1ccc2c(c1)OCCO2 (stereo not drawn)	-11.9%	x	-17.4%
68	CCc1ccc(-n2c(=O)c3c(C)c(C(=O)N(C)C)sc3n(Cc3ccccc3F)c2=O)cc1	-4.9%	0.5%	-24.5%
69	CCOC(=O)[C@]12CCCC=C1N(Cc1cccc3ccccc13)C(=O)[C@H](CC(=O)NCc1cccc(C(F)(F)F)c1)C2	u	x	u
70	O=C(NCC(=O)N(CC1CCCO1)C(C(=O)NC1CCCC1)c1ccc(F)cc1)c1ccco1 (stereo not drawn)	-4.0%	8.4%	-0.7%
71	Cc1ccccc1NC(=O)COC(=O)c1c[nH]c(=O)[nH]c1=O	-2.1%	7.2%	-3.8%
72	O=C(NCc1ccc2c(c1)OCO2)C1CCN(c2ncccn2)CC1	-2.0%	1.9%	8.3%
73	CN1CCN(CP(=O)(N2CCOCC2)N2CCOCC2)CC1	-6.0%	3.8%	-1.5%
74	CN(C)c1ccc(CNc2ccc3c(c2)ncn3C(C)(C)C)cc1	-91.6%	x	-27.2%
75	COc1cc(CN(C(=O)c2ccc(C)cc2)c2ccccn2)cc(OC)c1OC	18.4µM*	-1.6%	20.6µM*
76	O=C(Nc1cc(Cl)cc(Cl)c1)c1ccc(F)c(S(=O)(=O)N2CCCC2)c1	16.4µM*	2.6%	20.6µM*
77	CCCCCSc1nc2c(c(=O)[nH]c(=O)n2C)n1CC	-21.2%	x	-12.8%
78	Cc1cc(C)n2[nH]c(=O)c(N=Nc3ccccc3)c2n1	0.7%	4.0%	3.3%
79	CC(=O)N1CCc2cc(Br)cc(S(=O)(=O)NCCc3ccc(Cl)cc3)c21	1.3%	8.8%	13.0%
80	CCOC(=O)c1sc(=NC(=O)c2ccco2)n(C)c1C	6.3%	0.0%	-14.7%
81	COc1ccc(C(CNC(=O)c2cccc(S(=O)(=O)Nc3ccc(F)cc3)c2)N(C)C)cc1 (stereo not drawn)	u	0.8%	u
82	CCCC(=O)N1CCC1(C)C(=O)Nc1ccc2nccnc2c1 (stereo not drawn)	u	x	-20.0%
83	COc1cc(C(=O)NCc2cc3cc(Cl)ccc3n2C)cc(OC)c1OC	u	3.7%	u
84	COC(=O)c1[nH]c2c(c1C(=O)OC)CCc1ccccc1-2	3.9%	x	-1.3%
85	O=C(NCc1cc(Br)cc(Br)c1OC(=O)c1ccccc1[N+](=O)[O-])c1ccccc1	u	5.5%	u
86	CCOC(=O)NC(=S)Nc1c(C)n(C)n(-c2ccccc2)c1=O	5.4%	2.6%	-10.9%
87	COc1cc(F)ccc1-c1csc(C(NC(C)=O)c2ccccc2)n1 (stereo not drawn)	-27.0%	x	-20.2%
88	CCCC[n+]1ccn(-c2nc3c([N+](=O)[O-])cccc3n2C)c1	-19.7%	x	u

# Screening data from PubChem BioAssay.
